High-throughput results: PubChem BioAssay, several laboratories
MBD2 inh: blocks human MBD2 binding to methylated DNA | inhibition, % at 4.4 µM | 0.31% of 370,000 active | TR-FRET, MBD2 binding to methylated oligonucleotide; in the data active means inhibition above about 13%
Target sequence (Q9UBB5 whole entry, looked up): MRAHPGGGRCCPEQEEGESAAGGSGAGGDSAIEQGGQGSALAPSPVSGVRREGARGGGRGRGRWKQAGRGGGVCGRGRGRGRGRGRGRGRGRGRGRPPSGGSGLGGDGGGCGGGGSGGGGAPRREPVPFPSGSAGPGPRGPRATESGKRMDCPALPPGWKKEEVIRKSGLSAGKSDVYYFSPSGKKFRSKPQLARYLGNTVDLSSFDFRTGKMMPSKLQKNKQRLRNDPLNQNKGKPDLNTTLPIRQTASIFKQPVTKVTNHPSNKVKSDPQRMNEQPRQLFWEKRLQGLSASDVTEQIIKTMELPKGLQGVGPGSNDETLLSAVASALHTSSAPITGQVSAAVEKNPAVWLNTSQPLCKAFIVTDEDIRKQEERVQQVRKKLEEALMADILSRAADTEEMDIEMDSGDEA
ABHD4 inh: inhibitors of mouse ABHD4 | 0.54% of 370,000 active | purified mABHD4, FP-Rh probe fluorescence polarization | AID 720543 | inhibition, % at 8.92 µM;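 active means inhibition exceeding the mean over every tested compound plus 3 SD, cut at about 30% in these data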;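 further: 0% = plate median of compound wells and 100% = S159A mutant with DMSO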
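Assay system: wild-type mouse ABHD4 protein; compound: single nominal dose of 8.92 µM, 0.89% DMSO final; schedule: 45 min + 60 min at 25 °C; measured by: FP readout, ex 525 nm / em 598 nm; evaluation: % inhibition of FP-Rh probe binding versus controls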
Rev-erbA mod: Rev-erb alpha (human) modulation. P20393. Rev-erbα–FITC-DNA binding, fluorescence polarization, 90 min. activity, % at 10 µM. 0.79% of 370,000 active;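 active means activity above about 14%, limit read from the data; passing the limit was not always enough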;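 further: 0% = DMSO wells with 35 nM protein and 100% = DMSO wells with 750 nM protein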
LEDGF integ inh: blocks HIV-1 LEDGF/p75-dependent DNA integration; TR-FRET IN-LEDGF/p75 DNA integration, Eu/Cy5; inhibition, % at 3.7 µM; 0.64% of 370,000 active; AID 743269;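 active means inhibition above the screen-wide mean plus 3 SD, cut at about 13% in these data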;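 further: signal is the Cy5 over europium emission ratio at 671 and 618 nm; 0% = plate median of compound wells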
PG9 Ab binder: binds the HIV-1 gp120 antibody PG9; TR-FRET gp120-PG9 antibody binding; inhibition, % at 6.7 µM; 0.43% of 360,000 active; in the data active means inhibition above about 8.5%
rCAG RNA binder: binds r(CAG) RNA repeats | r(CAG) RNA repeat, TO-PRO-1 dye displacement fluorescence | inhibition, % at 3 µM | 1.3% of 370,000 active;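 active means inhibition above the plate cutoff, the mean of all test compounds on that plate plus 3 SD, cut at about 35% in these data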;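 further: 0% = DMSO alone and 100% = 100 µM mitoxantrone as full dye displacement; higher means more dye released from RNA so lower well fluorescence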
TCR-CD3 inh: human TCR-CD3 binding inhibition | inhibition, % at 9.4 µM | 0.37% of 360,000 active | TAMRA-labeled TCR probe fluorescence, biochemical; in the data active means inhibition above about 19%;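 further: recombinant mutant TCR 2C K166C tagged with TAMRA read by polarization; 0% = receptor in buffer alone and 100% = receptor with positive control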
HTRA1 inhibitor: inhibitors of human serine peptidase HTRA1; recombinant HTRA1, FP-rhodamine activity-based probe, fluorescence polarization; Q92743; inhibition, % at 5.96 µM; 0.5% of 340,000 active; AID 504803; in the data active means inhibition above about 36%;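 further: 0% = enzyme with DMSO and 100% = wells lacking enzyme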
Target sequence (Q92743 whole entry, looked up): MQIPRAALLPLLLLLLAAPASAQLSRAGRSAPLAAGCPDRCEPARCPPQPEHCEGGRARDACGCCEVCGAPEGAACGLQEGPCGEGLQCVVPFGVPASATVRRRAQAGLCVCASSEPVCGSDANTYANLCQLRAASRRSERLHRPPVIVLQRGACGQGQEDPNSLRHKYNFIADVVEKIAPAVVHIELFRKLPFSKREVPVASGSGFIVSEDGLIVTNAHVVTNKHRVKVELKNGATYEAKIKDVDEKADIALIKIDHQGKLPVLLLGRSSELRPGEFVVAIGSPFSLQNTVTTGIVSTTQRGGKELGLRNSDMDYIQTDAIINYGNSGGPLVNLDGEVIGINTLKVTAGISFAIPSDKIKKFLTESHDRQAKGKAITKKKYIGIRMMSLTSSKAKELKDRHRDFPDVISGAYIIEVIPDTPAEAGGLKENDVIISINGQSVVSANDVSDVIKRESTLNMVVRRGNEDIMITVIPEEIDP
UHRF1 MBD2 ctr: human UHRF1 methylated DNA binding inhibitors; Q96T88; inhibition, % at 4.4 µM; AID 687016; UHRF1 binding to methylated oligo, TR-FRET; 0.75% of 370,000 active; in the data active means inhibition above about 21%;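 further: UHRF1 SRA domain binding a hemimethylated CpG hairpin DNA probe; 0% = median of test compound wells and 100% = reference inhibitor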
PRMT1 FP inh: inhibitors of human PRMT1; Q99873; recombinant PRMT1, activity-based probe fluorescence polarization; inhibition, % at 2.79 µM; 1.3% of 370,000 active; AID 652257;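 active means inhibition above about 21% made by adding two undisclosed values, limit read from the data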
* = called active by the depositor; x = not tested or not shown. This is a subset; rates above refer to the full screens.

SMILES	MBD2 inh	ABHD4 inh	Rev-erbA mod	LEDGF integ inh	PG9 Ab binder	rCAG RNA binder	TCR-CD3 inh	HTRA1 inhibitor	UHRF1 MBD2 ctr	PRMT1 FP inh
O=C(CSc1ccc(-c2ccccn2)nn1)NCc1ccccc1	1	-3	-6	2	1.0	-4	1	10	-1	3
Cc1cccc(C)c1NC(=O)c1ccc2sc([C@H]3C[C@H](O)[C@@H](CO)O3)nc2c1	-7	1	2	-2	1.5	-1	-6	x	4	3
O=C(COc1ccc(S(=O)(=O)N2CCCC2)cc1Cl)Nc1ccc2c(c1)OCO2	-5	0	1	0	4.5	1	-2	-2	-2	-1
COCCn1c(SCC(=O)Nc2sccc2C(N)=O)nnc1-c1ccncc1	1	7	3	1	2.0	2	1	-1	-3	2
COc1ccc(C(=O)Nc2ccc(O)c3ccccc23)cc1	-3	7	3	9	-1.4	15	-7	0	9	13
COc1ccc(NC(=O)C2=NNC(=O)CC2)cc1S(=O)(=O)N1CCCCC1	1	3	-1	0	0.2	-5	-2	2	1	-2
CCOc1ccc(OCCCC(=O)O)cc1	0	-2	1	-2	1.1	2	-2	8	1	-5
O=C(COc1ccccc1)Nc1ccc(CSc2ccccc2)cc1	0	3	-1	0	0.1	2	-2	-1	0	2
CC1=C(C(=O)OC2CCCCC2)C(c2ccccc2)NC(=O)N1 (stereo unspecified)	-1	2	1	4	2.3	-5	2	-9	-1	0
O=C(CN1C(=O)NC2(CCCc3ccccc32)C1=O)Nc1cccc(S(=O)(=O)N2CCCCC2)c1 (stereo unspecified)	2	-9	6	0	-0.4	4	-6	-17	5	1
CCN(c1cccc(C)c1)S(=O)(=O)c1cn(CC(=O)OC)c2ccc([N+](=O)[O-])cc12	8	-5	-3	-3	-0.3	1	-8	-29	3	2
Cc1onc(-c2ccccc2Cl)c1C(=O)NC(=S)Nc1ccccc1C(N)=O	5	-5	-3	3	0.6	2	2	0	15	-1
COc1ccc(C2NC(=O)c3ccccc3O2)cc1OC (stereo unspecified)	1	0	4	3	-0.3	-1	6	3	-1	-3
CC(C)N(CC(O)COc1ccc(CC(N)=O)cc1)CC(O)COc1ccc(CC(N)=O)cc1 (stereo unspecified)	-1	4	1	2	0.2	-7	8	2	5	2
Cc1cc(=O)[nH]c2nnc(-c3ccc(Cl)cc3)n12	2	-1	-6	0	-0.4	-1	3	2	1	0
CCCn1c(SC/C(O)=C(\C#N)c2nc3ccccc3[nH]2)n[nH]c1=O	1	9	3	-1	-5.5	5	0	0	-4	2
C[C@H]1CN([C@@H](C)CO)S(=O)(=O)c2ccc(C3=CCCC3)cc2O[C@@H]1CN(C)C(=O)C1CCCCC1	1	-7	-5	-5	-0.5	4	-10	-14	-1	2
COC(=O)NNC(=O)COc1ccc(Br)c(C)c1	3	1	-1	1	0.3	1	11	-3	-1	-2
COc1cc(N/N=C/c2ccc(N(C)C)cc2)ncn1	1	7	-5	2	-14	6	-6	10	-4	-4
COc1ccc(-c2csc(C(NC(C)=O)c3cccc(OC)c3)n2)cc1 (stereo unspecified)	-1	-7	5	1	-0.5	1	5	x	-1	-6
COc1ccc(/C=N/Nc2nc(-c3cccnc3)nc3ccccc23)cc1OC	-6	-3	9	0	-0.7	0	-3	-17	-6	-5
COC(=O)c1ccc(NC(=S)Nc2ccccn2)cc1	9	-16	10	2	-0.2	8	-7	-2	2	4
COc1cccc(C(=O)COc2ccccc2-c2ccccc2)c1	2	-14	5	2	1.9	-5	-4	-32	-1	-2
CC1=C(C(=O)OCc2ccc3c(c2)OCO3)C(c2ccc(F)cc2)NC(=O)N1 (stereo unspecified)	0	-6	0	-6	1.3	-8	-7	-12	2	-4
C[n+]1cccc(C(=O)[O-])c1	3	1	-3	4	-0.7	3	4	-2	-1	-9
COc1ccc(C(=O)N2CCCC(c3nc(-c4ccc(OC)c(OC)c4)no3)C2)c(OC)c1 (stereo unspecified)	5	-5	-1	1	0.6	-6	-3	0	1	2
O=C1C=C(c2ccc(CO)cc2)C[C@@H](c2ccc3c(c2)OCO3)C1	0	2	0	-1	-1.6	-8	-1	1	-1	1
Cc1ccc(C2=NN(CC(=O)NCc3ccccn3)C(=O)CC2)cc1	-8	-3	-1	-2	-2.6	0	7	-1	-2	-2
O=C(N/N=C/c1ccnc2ccccc12)c1ccccc1O	-12	-6	7	1	-4.5	6	-7	1	-7	-1
CCOC(=O)c1c(-c2ccccc2)csc1NC(=O)c1cccc(N2C(=O)CCC2=O)c1	-2	2	26*	-4	1.3	0	4	-6	-1	1
COc1ccccc1-c1c(NC(=O)C(C)C)n(C)c2ccccc2c1=O	-3	4	3	3	0.7	0	5	6	0	-5
O=C1c2ccccc2S(=O)(=O)c2cc(N3CCN(c4ccccn4)CC3)ccc21	2	-4	1	3	-0.4	8	-10	4	6	3
Nc1cc(N)cc(Cc2ccccc2)c1	-4	11	-5	1	2.3	14	-1	x	-6	-1
Cc1cccc(NC(=O)CN2C(=O)S/C(=C\c3ccc(O)c([N+](=O)[O-])c3)C2=O)c1	-6	34*	-3	4	-1.3	83*	-5	22	1	5
Nc1ccccc1C(=O)N=Nc1[nH]c(N)c2ccccc12	0	2	0	-1	-2.8	-1	2	20	-12	2
Nn1c(SCc2ccc([N+](=O)[O-])cc2)nc2ccccc2c1=O	6	3	-5	4	-1.9	-3	4	5	1	-6
Cc1ccc(C)c(OCCC(=O)OCC(=O)N(C)c2c(N)n(Cc3ccccc3)c(=O)[nH]c2=O)c1	-4	-6	-6	2	-0.5	-3	8	-9	-1	-4
O=c1cc(SCc2ccccc2)nc[nH]1	-4	-2	6	0	0.4	2	-8	5	5	1
O=C1[C@@H]2[C@H](C(=O)N1Cc1cccnc1)[C@H]1C=C[C@@H]2C1	4	-4	-2	-2	-0.5	-2	2	2	3	-3
COc1ccc(NC(=S)N2CCN(C)CC2)cc1	0	-3	3	-4	0.0	-2	0	x	-1	-2
COc1cc(/C=N\NC(=O)CNC(=O)C2COc3ccccc3O2)ccc1O (stereo unspecified)	-2	-1	0	-2	-2.4	2	2	1	-3	0
CCn1nc(C)cc1C(=O)Sc1cccc(Br)c1	3	2	4	-4	0.5	5	-2	8	1	5
CCOc1ccc(S(=O)(=O)N(C)c2ccc(OCC(=O)Nc3ccccc3F)cc2)cc1	0	-7	-3	0	-1.7	-3	0	-32	-1	-1
CCOC(=O)c1sc(=S)n(C)c1NC(=O)c1ccccc1C	2	-8	13	2	2.0	1	-1	-2	7	9
N#CC1=C2SCN(Cc3ccco3)CN2C(=O)CC1c1c(F)cccc1Cl (stereo unspecified)	3	6	1	7	0.2	22	-6	-9	-4	52*
COc1c(S(=O)(=O)NCCCn2ccnc2)ccc(Cl)c1Cl	-5	-2	-3	0	1.4	-1	5	2	-3	1
NC(=O)c1ccc(NC(=O)CCC(=O)N2CCN(S(=O)(=O)c3ccc(Cl)cc3)CC2)cc1	1	-3	-2	-1	-1.3	-2	9	3	5	-2
O=C(NCc1ccco1)c1ccc(NS(=O)(=O)c2cccc(F)c2)cc1	2	-8	-2	-4	-1.6	4	0	1	3	6
CC1=NN(C(N)=S)C(=O)C1N=Nc1cccc(C)c1 (stereo unspecified)	0	3	12	-3	-1.2	0	-1	2	-16	-2
O=C(O)CSc1nnc(CNc2ccccc2Cl)n1-c1ccccc1	-3	-8	8	3	-0.8	8	0	0	1	2

5 entries from above, set out differently.
canonical_smiles | MBD2 inh | ABHD4 inh | Rev-erbA mod | LEDGF integ inh | PG9 Ab binder | rCAG RNA binder | TCR-CD3 inh | HTRA1 inhibitor | UHRF1 MBD2 ctr | PRMT1 FP inh
COc1c(S(=O)(=O)NCCCn2ccnc2)ccc(Cl)c1Cl | -5 | -2 | -3 | 0 | 1.4 | -1 | 5 | 2 | -3 | 1
NC(=O)c1ccc(NC(=O)CCC(=O)N2CCN(S(=O)(=O)c3ccc(Cl)cc3)CC2)cc1 | 1 | -3 | -2 | -1 | -1.3 | -2 | 9 | 3 | 5 | -2
CC1=NN(C(N)=S)C(=O)C1N=Nc1cccc(C)c1 (stereo unspecified) | 0 | 3 | 12 | -3 | -1.2 | 0 | -1 | 2 | -16 | -2
COc1cc(/C=N\NC(=O)CNC(=O)C2COc3ccccc3O2)ccc1O (stereo unspecified) | -2 | -1 | 0 | -2 | -2.4 | 2 | 2 | 1 | -3 | 0
O=C(NCc1ccco1)c1ccc(NS(=O)(=O)c2cccc(F)c2)cc1 | 2 | -8 | -2 | -4 | -1.6 | 4 | 0 | 1 | 3 | 6

Further results follow.
SMILES	MBD2 inh	ABHD4 inh	Rev-erbA mod	LEDGF integ inh	PG9 Ab binder	rCAG RNA binder	TCR-CD3 inh	HTRA1 inhibitor	UHRF1 MBD2 ctr	PRMT1 FP inh
CCc1ccc2c(CSc3nnnn3C)cc(=O)oc2c1	-4	2	0	0	0.7	0	1	-6	1	0
Cc1nn(C2CCS(=O)(=O)C2)c(C)c1C=O (stereo unspecified)	3	0	1	6	0.6	0	0	-1	1	-6
O=C(CCl)Oc1ccc2occ(C(=O)c3cccs3)c2c1	13	7	0	12	-1.0	0	4	-6	29*	-1
COc1ccc([C@H]2/C=C\CN(S(=O)(=O)c3ccc(C)cc3)[C@@H](C)C(=O)N2Cc2ccc(F)cc2)cc1	12	-2	-4	1	0.8	19	-4	-29	0	-1
CC(C)CC1c2[nH]c3ccccc3c2CCN1CCCn1cccn1 (stereo unspecified)	3	5	3	0	-2.6	-9	4	x	1	0
Clc1ccc(C=NN2CCCCCC2)cc1	-9	5	2	-4	-1.6	0	0	-6	0	-1
CCOC(=O)C1CCN(C(=O)c2ccc(CNS(=O)(=O)c3ccc(C)cc3)cc2)CC1	-4	0	-6	4	-2.7	-5	-3	-1	0	-5
COC(=O)c1cc(S(=O)(=O)NCCc2ccccc2)c[nH]1	1	5	-6	-4	0.1	-1	-2	-3	1	6
CCC(=O)Nc1ccc(Oc2ccc(NC(=O)CC)c(NC(=O)CC)c2)cc1	1	-5	-4	-2	0.9	-1	-1	-1	5	9
CC1CCN(S(=O)(=O)c2ccc3c(c2)N(CC(=O)NCCCN2CC(C)CC(C)C2)C(=O)CS3)CC1 (stereo unspecified)	0	3	3	0	-1.9	-4	4	-1	0	-1
Cc1ccc(OCC(O)Cn2c(N3CCCCC3)nc3c2c(=O)[nH]c(=O)n3C)cc1C (stereo unspecified)	-1	7	5	-3	-0.4	-5	6	2	7	-1
CCN1C(=NCCc2ccc(Br)cc2)N[C@@H](c2ccccc2)[C@H](C(=O)OC)[C@H]1C	2	3	-4	-1	1.2	2	4	-3	-2	1
COc1cccc(NC(=O)Nc2nnc(Cc3ccc(OC)c(OC)c3)s2)c1	1	-3	8	-5	0.2	29	-2	-19	0	5
Fc1ccc(Oc2nc(-c3ccccn3)nc3ccccc23)cc1	-1	3	-2	-3	-0.3	-3	-12	x	-8	0
COc1cc(-c2c(NC(=O)c3ccco3)oc3ccccc3c2=O)cc(OC)c1OC	-7	-2	-2	1	-0.3	1	6	1	1	0
O=C(NNC(=O)C(c1ccccc1)c1ccccc1)c1cccs1	-1	2	-6	3	0.9	0	3	-12	0	-2
Cc1ccc(-c2ccc(=O)n(CC(=O)NCC3COCCO3)n2)cc1 (stereo unspecified)	1	-6	6	2	-1.3	3	-3	-3	7	-3
COC(=O)[C@H]1C[C@@]2(n3ccc4ccccc43)c3ccccc3N(S(=O)(=O)c3ccccc3)[C@H]2N1	-6	-2	1	5	x	4	x	x	0	-1
CC(=O)c1c(O)cc(O)cc1O	4	4	-7	-1	-0.1	3	10	-5	-2	2
O=C(Nc1nnc(SCc2c(Cl)cccc2Cl)s1)C1CCCO1 (stereo unspecified)	-5	-3	-2	-1	-0.3	0	6	0	-2	-1
